# Bioassay records from PubChem.
# USP2a block – inhibitors of human ubiquitin-specific protease USP2a | O75604 | 0.01% of 330,000 active | Potency, µM (doses to about 38.3 µM), inactives show at the top dose activity change, negative = inhibition, most hits filed as inhibitors | USP2 core, Ub-CHOP2 coupled fluorogenic reporter, 485/531;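 further: potency means the concentration at half of the fitted maximal effect; plate controls were DMSO wells for no effect and full inhibition by NEM control for full effect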
# Target sequence (O75604 whole entry, looked up): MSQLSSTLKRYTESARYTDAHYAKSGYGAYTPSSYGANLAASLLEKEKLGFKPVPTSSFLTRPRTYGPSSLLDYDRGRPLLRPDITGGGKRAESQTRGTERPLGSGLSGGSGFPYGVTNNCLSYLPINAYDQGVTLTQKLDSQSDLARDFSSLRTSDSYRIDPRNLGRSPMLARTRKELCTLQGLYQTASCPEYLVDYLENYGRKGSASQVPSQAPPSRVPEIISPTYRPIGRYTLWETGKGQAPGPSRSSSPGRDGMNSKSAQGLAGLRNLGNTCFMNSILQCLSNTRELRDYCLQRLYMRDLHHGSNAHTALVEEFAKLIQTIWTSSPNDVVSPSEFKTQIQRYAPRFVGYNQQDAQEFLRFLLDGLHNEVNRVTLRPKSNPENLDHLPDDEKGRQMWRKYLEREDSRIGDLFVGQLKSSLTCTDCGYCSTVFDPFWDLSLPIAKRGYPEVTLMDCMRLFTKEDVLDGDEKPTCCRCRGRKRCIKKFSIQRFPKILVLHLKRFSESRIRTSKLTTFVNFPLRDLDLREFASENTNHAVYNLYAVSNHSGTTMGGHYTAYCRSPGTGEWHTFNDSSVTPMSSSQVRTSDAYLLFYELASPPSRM
#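 Cell-free coupled assay: 10nM USP2 core preincubated 30min RT with compound in Tris-HCl pH 8.0/CaCl2/CHAPS buffer, then 25nM Ub-CHOP2 and 25nM reporter substrate; fluorescence (Ex 485/Em 531) read after 60min RT, normalized to NEM inhibition, concentration-response curves fitted.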
# Tb PFK block – inhibitors of T. brucei phosphofructokinase; T. brucei PFK, ADP-Glo luminescence; Potency, µM (series often up to 57.5 µM), inactives show at the top dose activity, negative = inhibition, usual class: inhibitors; 0.17% of 330,000 active; AID 485367;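 further: potency means the concentration at half of the fitted maximal effect; 0% = uninhibited 1x PFK enzyme wells and -100% = no-enzyme wells; nearly all actives have a fitted effect of over 60% in size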
# Target sequence (O15648 whole entry, looked up): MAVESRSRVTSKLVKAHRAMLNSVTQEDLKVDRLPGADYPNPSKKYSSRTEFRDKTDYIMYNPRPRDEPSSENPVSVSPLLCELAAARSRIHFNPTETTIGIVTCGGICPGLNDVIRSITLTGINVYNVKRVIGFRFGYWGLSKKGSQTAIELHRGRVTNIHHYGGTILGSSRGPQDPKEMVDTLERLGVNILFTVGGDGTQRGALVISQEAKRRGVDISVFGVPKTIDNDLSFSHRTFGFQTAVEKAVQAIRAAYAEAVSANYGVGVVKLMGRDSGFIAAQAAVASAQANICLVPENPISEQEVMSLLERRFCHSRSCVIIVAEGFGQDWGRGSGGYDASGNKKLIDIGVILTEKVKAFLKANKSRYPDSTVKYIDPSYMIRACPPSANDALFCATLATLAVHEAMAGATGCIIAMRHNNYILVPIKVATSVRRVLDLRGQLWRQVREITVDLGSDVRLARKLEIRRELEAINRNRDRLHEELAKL
#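 Luminescent ADP detection (ADP-Glo, two-step: ATP depletion then ADP-to-ATP conversion for luciferase) reported PFK activity after 45 min room-temperature reaction of 1.25 nM enzyme with 0.5 mM F6P and 0.1 mM ATP at pH 8.0.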
# B2AR arrestin – recruits beta-arrestin to the human beta2-adrenergic receptor | 0.02% of 330,000 active | Potency, µM (titrated, usually from 46.1 µM), for the others: at the top dose activation, actives largely listed as activators | beta-arrestin recruitment to beta2AR, cell-based reporter | AID 492947 | P07550;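 further: potency means the concentration at half of the fitted maximal effect; 0% = DMSO controls and full agonism = EC100 isoproterenol or metaproterenol; nearly all actives have a fitted effect of over 65% in size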
# Eya2 phos inh – inhibitors of human Eya2 phosphatase activity | O00167 | recombinant Eya2, OMFP fluorescence dephosphorylation (OMFP is methylfluorescein phosphate) | Potency, µM (highest dose often 76.9 µM), without a hit: at the highest dose activity, negative = inhibition, actives largely listed as inhibitors | 0.006% of 330,000 active | AID 488837; further: potency means the concentration at half of the fitted maximal effect; on the % scale 0 is the no-effect control and ±100 the full control effect
#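 Eya2 protein (added as 0.2 uM solution) was preincubated with compound for 10 min at ambient temperature in 50 mM HEPES pH 7.5, 50 mM NaCl, 5 uM MgCl2, 0.05% BSA, 1 mM DTT. OMFP (added at 50 uM) then reacted 10 min; fluorescence read at 485/525 nm.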
# BCR signal inh – inhibitors of chronic active B-cell receptor signaling; ABC-DLBCL IkBa-CBG/CBR reporter, luminescence ratio, 4 h; Potency, µM (titrated, usually from 46.1 µM), without a hit: at the top dose ratio change, negative = lower green/red ratio, hits mostly inhibitors; 0.05% of 340,000 active; AID 493014; active means well fitted inhibition curve with a large enough effect in the signal ratio, with a control signal flat, not every such curve was filed as active; inconclusive means small, poorly fitted or top-dose-only effect, or effect the other way, or a change in a side signal; the % refers to the signal ratio;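 further: potency means the concentration at half of the fitted maximal effect; plate controls were basal doxycycline-induced cells for no effect and cells given 10 µM MG132 for full effect; MG132 reads +100%, hits lower the ratio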
#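 Doxycycline induced both beetle luciferases in TMD8 lymphoma cells; IKK-driven degradation limits the IkappaBalpha-fused green signal, while red luminescence normalises for cell number and nonspecific effects. Compounds tested up to 46 uM, 4 hrs.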
# Mito fusion act – blocks mitochondrial division or promotes mitochondrial fusion; 0.23% of 320,000 active; S. cerevisiae fusion-defective mutant growth rescue, CellTiterGlo 48 h; Potency, µM (top dose mostly 46.1 µM), inactives show at the top dose growth rescue (activation), most hits filed as activators; AID 485298;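 further: potency means the concentration at half of the fitted maximal effect; % of control where 0% means no effect; nearly all actives have a fitted effect of over 45% in size; temperature-sensitive fusion mutants such as fzo1-1 at 37 °C on non-fermentable ethanol glycerol medium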
#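 S. cerevisiae fusion-defective temperature-sensitive mutants (e.g. fzo1-1, mgm1-5) grown 48 h at 37C in YPEG (ethanol/glycerol non-fermentable) medium with 23 nl compound per well; growth rescue read as CellTiterGlo luminescence.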
# TCR act – T cell receptor activation. primary human leukocytes, anti-CD3, IL-2 HTRF, 48 h. Potency, µM (series often up to 9.22 µM), for the others: at the top dose activation of IL-2 secretion, usual class: activators. 330,000 tested, under 10 active. AID 504894; further: % of control where 0% means no effect
#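 Readout: HTRF IL-2, Eu-cryptate/d2 antibody pair, 320nm excitation, 665nm emission. Stimulus: a-CD3 beads, no co-stimulation. Cells: primary human leukocytes. Exposure: 48 hr with compound.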
# TSG101-PTAP inh – blocks PTAP/TSG101 interaction to inhibit HIV-1 budding; Q99816; Fluorescence polarization, FITC-PTAP peptide / Tsg101 binding; Potency, µM (doses to about 115 µM), for inactives: at the highest dose activity change, negative = inhibition, hits mostly inhibitors; 340,000 tested, under 10 active; AID 493005; active means well fitted inhibition curve with a large enough effect in the main read-out, with a control signal flat, not every such curve was filed as active; inconclusive means small, poorly fitted or top-dose-only effect, or effect the other way, or a change in a side signal; inactive means no such curve, though single readings can be large or run the other way; further: potency means the concentration at half of the fitted maximal effect; % of control where 0% means no effect
#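 Steps: Tsg101 binding domain dispensed (10 uM final), compounds pinned in DMSO, FITC-labeled PTAP-motif peptide added (50 nM final); after 20 min binding at room temperature, polarization measured.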
# ELG1 repair inh – ELG1-dependent DNA repair inhibition; HEK293T ELG1-luciferase reporter, luminescence, 16 h; DNA damage induced by 5-fluorouridine; Potency, µM (doses to about 46.1 µM), without a hit: at the top dose activity change, negative = inhibition, hits mostly inhibitors; 2.3% of 330,000 active; AID 504467; further: potency means the concentration at half of the fitted maximal effect; on the % scale 0 is the no-effect control and ±100 the full control effect; nearly all actives have a fitted effect of over 55% in size
#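 Cells (2,000 per well) received 5-fluorouridine plus test compound or DMSO and were incubated 16 hr at 37 °C, 5% CO2. Luciferase activity was read by luminescence 30 min after ONE-Glo addition; signal suppression marked inhibition of damage-induced ELG1 function.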
# TSHR antag – human thyrotropin receptor antagonism; P16473; 0.2% of 330,000 active; TSHR-expressing cells, TSH-stimulated cAMP HTRF, 2 h; active compounds read low; activity change, negative = inhibition, % at 11.5 µM; AID 504810;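 active means activity change below a set negative limit, meaning inhibition stronger than a set level, cut at about -70% in these data; inconclusive means activity change between two set negative limits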; further: on the % scale 0 is the no-effect control and ±100 the full control effect
#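 Cell-based HTRF cAMP assay; TSHR cells + compound, TSH EC80 (4nM final), 2 h, 37 deg C. Lysis with anti-cAMP cryptate and cAMP-d2, 30 min RT, read 665/620 nm.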
# uPA generation – inhibitors of cell surface uPA generation. Potency, µM (doses to about 38.3 µM), for the others: at the highest dose activity change, negative = inhibition, most hits filed as inhibitors. AID 540303. cell surface uPA generation assay, qHTS. 0.31% of 330,000 active; active means well fitted inhibition curve with a large enough effect; inconclusive means small, poorly fitted or top-dose-only effect; inactive means no such curve, though single readings can be large or run the other way; tested in mouse RAW 264.7 cells; further: potency means the concentration at half of the fitted maximal effect; on the % scale 0 is the no-effect control and ±100 the full control effect; nearly all actives have a fitted effect of over 55% in size
# * hit, by the source's call; ? = inconclusive; . = no result given; [ ] = dose if it differs, or a comment. Unless noted, the call rests on the fitted dose curve; in most records, active means well fitted curve in the direction sought with a large enough effect; inconclusive means small, poorly fitted or top-dose-only effect, or another doubt; inactive means no such curve, though single readings can be large; an effect the other way counts as inactive or inconclusive.
Compound,TSHR antag,ELG1 repair inh,BCR signal inh,Eya2 phos inh,USP2a block,Tb PFK block,TCR act,Mito fusion act,uPA generation,TSG101-PTAP inh,B2AR arrestin
O=C(O)C(Cc1ccccc1)N1CCS(=O)(=O)CC1 (configuration not stated),9,-3%,-2%,-9%,4%,-4%,-2%,-5%,0%,-2%,-0.9%
Cc1ccn2cc(CNC(=O)c3cccs3)nc2c1,0,17%,?,-42%,2%,0%,-1%,-4%,-8%,1%,-0.3%
CCC(CC)C(=O)Nc1ccc([N+](=O)[O-])cn1,-5,-3%,11%,-5%,-1%,-4%,-4%,0%,4%,-2%,-0.3%
O=C(CSc1ncc(-c2ccccc2)n1-c1ccccc1)NCc1ccco1,-11,-15%,3%,-19%,3%,-15%,5%,-2%,4%,-3%,-0.2%
CC(=O)Nc1ccc(NC(=O)CSC2=NS(=O)(=O)c3cc(Cl)ccc3N2)cc1,10,?,?,15%,3%,0%,7%,-2%,1%,-5%,0.2%
CCN1C=CC(=C2C(=O)c3ccccc3C2=O)C=C1,48,?,?,-4%,-5%,?,2%,-13%,.,-8%,-0.4%
COC(=O)c1sccc1NC(=O)CC1C(=O)NCCN1C(=O)Nc1ccc(C(F)(F)F)cc1 (configuration not stated),-7,?,-2%,2%,2%,-2%,-16%,-2%,0%,-4%,0.2%
COc1ccc(/C=C/c2nnc(NC(=O)CSc3ccc(Cl)cc3)s2)cc1,20,?,10%,2%,0%,1%,7%[46.1 µM],0%,-1%,-1%,1.7%
COC(=O)c1[nH]c2ccc(Cl)cc2c1NC(=O)CCN1CCOCC1,1,-11%,0%,13%,-1%,1%,-1%,-3%,5%,-5%,-0.1%
COc1cc(-c2nc(=S)[nH][nH]2)cc(OC)c1OC,-3,0%,-9%,-11%,1%,?,.,7%,1%,2%,-0.9%
O=C(NCc1cccs1)C(=O)NCC1OCCCN1S(=O)(=O)c1ccccc1 (configuration not stated),0,20%,?,2%,3%,1%,-2%[46.1 µM],5%,-4%,-1%,0.5%
CCOc1ccc(Br)cc1CN(CC)CC,17,-4%,3%,11%,1%,2%,1%,-1%,-1%,-12%,-0.6%
O=C(NCC1CCCO1)c1ccc(NC(=O)c2ccc([N+](=O)[O-])cc2)cc1 (configuration not stated),-4,?,-1%,8%,3%,0%,-2%,0%,39%[activator],-2%,-0.5%
O=[N+]([O-])c1cc(S(=O)(=O)NC2=NCCCCC2)ccc1Cl,-4,6%,7%,4%,-1%,-1%,5%,0%,-8%,-3%,-0.1%
Cc1ccc(NCc2nc3ccccc3n2C)cc1,6,?,?,-13%,1%,-5%,5%,-5%,-14%,-1%,-0.2%
Cc1ccc(NCC(=O)NNC2=NCCC2)c(C)c1,3,-2%,3%,2%,0%,0%,1%[46.1 µM],-5%,9%,0%,-1.9%
COc1cc(CNc2nnnn2C)cc(OC)c1OC,1,-13%,0%,-1%,0%,2%,0%,5%,12%,-5%,-0.5%
O=C(Cc1ccc(Cl)cc1)NC1CC1,12,7%,?,-10%,4%,?,1%,-2%,1%,-1%,-1.5%
CC(=O)NC1=NN(C(C)=O)C(C)(CS(=O)(=O)c2ccc3ccccc3c2)S1 (configuration not stated),6,-9%,?,-1%,-1%,-3%,3%[46.1 µM],-1%,-1%,-4%,0.4%
C=CCOc1ccc(CNc2ccc(NC(=O)CC(C)C)cc2)cc1OC,5,?,-9%,-7%,8%,3%,3%[46.1 µM],-2%,2%,-1%,0.1%
O=S1(=O)CCC(N2CCOCC2)C1 (configuration not stated),-3,-1%,2%,-9%,6%,3%,5%,0%,1%,0%,-0.7%
S=C(NCCc1ccccc1)NC1CCC(NC(=S)NCCc2ccccc2)CC1 (configuration not stated),-1,-12%,1%,8%,0%,7%,-2%,5%,11%,-9%,-0.3%
COc1cccc(CNC(=O)Cn2c(=O)n(CCC(=O)N3CCCCC3)c(=O)c3sccc32)c1,0,-28%,-3%,7%,2%,4%,2%,1%,15%,1%,0.0%
CCOC(=O)c1cc2n(c1N)-c1ccccc1C2=O,-1,?,?,3%,?,-5%,3%,4%,-3%,?,-0.2%
C=CCNC(=O)Nc1ccc(F)c(Cl)c1,2,-1%,5%,1%,0%,-19%,3%,0%,-2%,0%,-0.2%

# Another view of part of the listing above.
compound: O=C(CSc1ncc(-c2ccccc2)n1-c1ccccc1)NCc1ccco1
  TSHR antag: -11
  ELG1 repair inh: -15%
  BCR signal inh: 3%
  Eya2 phos inh: -19%
  USP2a block: 3%
  Tb PFK block: -15%
  TCR act: 5%
  Mito fusion act: -2%
  uPA generation: 4%
  TSG101-PTAP inh: -3%
  B2AR arrestin: -0.2%
compound: O=C(O)C(Cc1ccccc1)N1CCS(=O)(=O)CC1 (configuration not stated)
  TSHR antag: 9
  ELG1 repair inh: -3%
  BCR signal inh: -2%
  Eya2 phos inh: -9%
  USP2a block: 4%
  Tb PFK block: -4%
  TCR act: -2%
  Mito fusion act: -5%
  uPA generation: 0%
  TSG101-PTAP inh: -2%
  B2AR arrestin: -0.9%
compound: COc1ccc(/C=C/c2nnc(NC(=O)CSc3ccc(Cl)cc3)s2)cc1
  TSHR antag: 20
  ELG1 repair inh: ?
  BCR signal inh: 10%
  Eya2 phos inh: 2%
  USP2a block: 0%
  Tb PFK block: 1%
  TCR act: 7%[46.1 µM]
  Mito fusion act: 0%
  uPA generation: -1%
  TSG101-PTAP inh: -1%
  B2AR arrestin: 1.7%
compound: Cc1ccc(NCC(=O)NNC2=NCCC2)c(C)c1
  TSHR antag: 3
  ELG1 repair inh: -2%
  BCR signal inh: 3%
  Eya2 phos inh: 2%
  USP2a block: 0%
  Tb PFK block: 0%
  TCR act: 1%[46.1 µM]
  Mito fusion act: -5%
  uPA generation: 9%
  TSG101-PTAP inh: 0%
  B2AR arrestin: -1.9%

# Later entries
Compound,TSHR antag,ELG1 repair inh,BCR signal inh,Eya2 phos inh,USP2a block,Tb PFK block,TCR act,Mito fusion act,uPA generation,TSG101-PTAP inh,B2AR arrestin
O=C(Cc1cccc2ccccc12)NC(=S)Nc1cccc(C(=O)O)c1,-10,0%,1%,0%,1%,-3%,0%,2%,0%,-4%,-0.2%
COc1ccc(NC(=O)CCN2CC(C)OC(C)C2)c(OC)c1 (configuration not stated),-6,7%,1%,-4%,-2%,5%,0%[46.1 µM],-1%,2%,0%,-0.6%
O=C(O)c1c2c(nc3ccc(S(=O)(=O)N4CCC(C(=O)NCc5ccccc5Cl)CC4)cc13)CCCC2,-6,-8%,-1%,16%,5%,-9%,-4%,10%,3%,-2%,0.0%
COc1ccc(NC(=O)c2cccc(N3C(=O)C4C5C=CC(C5)C4C3=O)c2)c(OC)c1 (configuration not stated),16,-1%,?,-2%,2%,2%,7%,-5%,-2%,-4%,-0.7%
Cn1c(C(=O)N2CCN(Cc3ccccc3)CC2)cc2c(=O)n(C)c3ccccc3c21,-5,-16%,-2%,-8%,2%,0%,6%,1%,?,-1%,-0.4%
c1ccc2c(c1)COC(CNC1CCCCC1)OC2,0,?,?,7%,1%,0%,15%,0%,12%,-7%,0.0%
Cc1nc(CS(=O)(=O)c2ccccn2)sc1C(=O)NNC(=O)c1ccc(Cl)cc1,1,0%,0%,-4%,-5%,-10%,4%,0%,-4%,-2%,-0.6%
CCOc1ccc(NC(=O)COC(=O)Cn2cnc3ccccc32)cc1,.,?,4%,-10%,4%,-1%,-1%,.,4%,-4%,-0.6%
CCCS(=O)(=O)C(=C1NCCO1)S(=O)(=O)CCC,3,4%,3%,-4%,1%,2%,-17%,2%,0%,0%,-0.3%
CC(C)CC1NC(=O)N(CC(=O)NC2CCCc3ccccc32)C1=O (configuration not stated),1,-15%,4%,-1%,-1%,-1%,-1%,-5%,.,-3%,0.1%
CCC(=O)NCCCOc1ccccc1,5,0%,0%,-25%,2%,-2%,-8%,-2%,-3%,-10%,-2.0%
Cc1cc(C)nc(Nc2ccccc2F)n1,18,13%,10%,-27%,0%,-3%,.,2%,3%,2%,2.9%

# An unsorted share of the library (roughly 3% active in at least one column).
